Compound activity as filed in PubChem BioAssay.
Tau fibril ThT: qHTS for Inhibitors of Tau Fibril Formation, Thioflavin T Binding; 270,000 tested, 2.1% active; Potency, µM (doses to about 57.4 µM), for the others: at the top dose activity, negative = inhibition, actives largely listed as inhibitors; recombinant tau K18 P301L, heparin-induced fibrillization, ThT fluorescence; Microtubule-associated protein tau (Homo sapiens), P10636; note: nearly all actives have a fitted effect of over 55% in size
Target sequence (P10636 561-689 P618L limits assumed): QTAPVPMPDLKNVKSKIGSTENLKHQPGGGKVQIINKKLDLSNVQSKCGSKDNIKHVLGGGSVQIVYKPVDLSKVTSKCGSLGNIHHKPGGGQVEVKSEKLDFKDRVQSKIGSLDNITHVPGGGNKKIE
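Using a mix of unlabeled (15 uM) and Alexa 594-labeled (0.24 uM) tau K18 P301L, heparin-triggered fibrillization over 6 hr at 37 C was scored by ThT fluorescence.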
TRb SRC2 PPI: qHTS for Inhibitors of the Interaction of Thyroid Hormone Receptor and Steroid Receptor Coregulator 2. 280,000 tested, 0.065% active. Thyroid hormone receptor beta (Homo sapiens), P10828. TRbeta-SRC2 peptide binding, fluorescence polarization; receptor liganded with 1 µM T3. Potency, µM (top dose mostly 106 µM), for the others: at the highest dose activity change, negative = inhibition, actives largely listed as inhibitors;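 note: plate controls were bound peptide for no effect and peptide without receptor for full effect; nearly all actives have a fitted effect of over 50% in size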
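Human TRb ligand-binding domain (0.6 uM) is mixed with 20 nM Texas Red SRC2 peptide and 1 uM T3; after compound addition and 5 hr at ambient temperature, polarization is measured and normalized to unbound and bound controls.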
Tau fluor counter: Counterscreen qHTS for Inhibitors of Tau Fibril Formation, Fluorescence Polarization. tau K18 P301L (four-repeat tau fragment) Alexa594 fluorescence, heparin fibrillization. Potency, µM (titrated, usually from 57.7 µM), inactives show top-dose activity change, negative = decrease. 280,000 tested, 0.93% active. AID 1463, 2008; note: nearly all actives have a fitted effect of over 55% in size
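Human K18 P301L tau (15 uM unlabeled plus 0.24 uM Alexa 594-labeled, final) in 100 mM sodium acetate pH 7 was mixed with compound and 20 uM heparin and incubated 6 hr at 37 C.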
GLA spleen mod: qHTS Assay for Inhibitors and Activators of Human alpha-Galactosidase From Spleen Homogenate; Alpha-galactosidase A (Homo sapiens), P06280; human spleen homogenate, 4MU-alpha-Gal fluorescence, 40 min; Potency, µM (titrated, usually from 80 µM), without a hit: at the top dose activity change, negative = inhibition, hits mostly inhibitors; 240,000 tested, 0.008% active; AID 2107, 2009;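 note: 0% = enzyme with vehicle and -100% = no enzyme basal signal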
Target sequence (P06280 32-429 limits assumed): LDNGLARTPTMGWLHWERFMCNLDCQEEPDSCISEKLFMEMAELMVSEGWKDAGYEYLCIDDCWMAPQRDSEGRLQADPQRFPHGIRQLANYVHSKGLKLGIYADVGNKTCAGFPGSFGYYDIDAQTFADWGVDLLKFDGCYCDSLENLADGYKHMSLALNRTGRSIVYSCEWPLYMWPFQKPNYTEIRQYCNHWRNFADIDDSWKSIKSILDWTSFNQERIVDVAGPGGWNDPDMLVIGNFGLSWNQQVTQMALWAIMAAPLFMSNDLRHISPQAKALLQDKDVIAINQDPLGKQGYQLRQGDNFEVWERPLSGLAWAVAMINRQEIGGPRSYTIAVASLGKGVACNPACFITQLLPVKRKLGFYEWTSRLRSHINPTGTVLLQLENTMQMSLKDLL
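Spleen homogenate 1 ug + cpd (titration) + 4-MU-alpha-D-galactopyranoside 1 mM; 37C 40 min; 50 mM citrate/phosphate pH 5.0, 0.01% Tween-20; stop pH 10; fluorescence 365/440; AC50 via Hill.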
TexasRed fluor: Total Fluorescence Counterscreen for Inhibitors of the Interaction of Thyroid Hormone Receptor and Steroid Receptor Coregulator 2 | 280,000 tested, 0.29% active | AID 1479, 2009 | Potency, µM (series often up to 106 µM), for the others: at the highest dose fluorescence change, negative = quenching | TRb/SRC2 Texas Red total fluorescence interference; active = well fitted curve in either direction with a large enough effect; inconclusive = small, poorly fitted or top-dose-only effect
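Flags fluorescent or light-absorbing compounds by total fluorescence, S + 2P, at 555 nm excitation and 632 nm emission. Mixture: 20 nM Texas Red SRC2 peptide, 0.6 uM human TRb LBD, 1 uM T3, 5% DMSO; compound exposure 5 h at ambient temperature.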
L3MBTL1 inh: qHTS Assay for the Inhibitors of L3MBTL1; Lethal(3)malignant brain tumor-like protein 1 (Homo sapiens), Q9Y468; AlphaScreen L3MBTL1–H3K9me1 peptide binding; 230,000 tested, 0.66% active; Potency, µM (doses to about 57.1 µM), inactives show top-dose activity, negative = inhibition, actives largely listed as inhibitors; note: nearly all actives have a fitted effect of over 60% in size
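Read-out is AlphaScreen signal from streptavidin donor and nickel chelate acceptor beads (10 ug/mL final each) bridging L3MBTL1 (50 nM) and biotinylated K9-monomethylated H3(1-15) peptide (75 nM), after 30 min compound exposure at room temperature.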
Tau FP inhib: qHTS for Inhibitors of Tau Fibril Formation, Fluorescence Polarization; Potency, µM (top dose mostly 57.7 µM), without a hit: at the top dose activity, negative = inhibition, most hits filed as inhibitors; K18 P301L tau heparin fibrillization, Alexa594 FP, 6 h; AID 1468, 2008; Microtubule-associated protein tau (Homo sapiens), P10636; 280,000 tested, 0.39% active; note: nearly all actives have a fitted effect of over 55% in size
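Compound effects on tau fibrillization are measured by Alexa 594 fluorescence polarization (ex 555, em 632 nm). K18 P301L tau is used at 15 uM with 0.24 uM labeled tracer, and 20 uM heparin induces aggregation over 6 hr at 37 C.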
ALDH1A1 block: qHTS Assay for Inhibitors of Aldehyde Dehydrogenase 1 (ALDH1A1); Aldehyde dehydrogenase 1A1 (Homo sapiens), P00352; 220,000 tested, 7.3% active; Purified ALDH1A1, NADH fluorescence, propionaldehyde substrate; Potency, µM (highest dose often 75.3 µM), for the others: at the highest dose activity, negative = inhibition, most hits filed as inhibitors; active = well fitted inhibition curve with a large enough effect, not every such curve was filed as active; inconclusive = small, poorly fitted or top-dose-only effect, or another doubt; inactive = no such curve, though single readings can be large or run the other way;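 note: plate controls were no enzyme wells and a reference inhibitor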
Target sequence (P00352 whole entry, looked up): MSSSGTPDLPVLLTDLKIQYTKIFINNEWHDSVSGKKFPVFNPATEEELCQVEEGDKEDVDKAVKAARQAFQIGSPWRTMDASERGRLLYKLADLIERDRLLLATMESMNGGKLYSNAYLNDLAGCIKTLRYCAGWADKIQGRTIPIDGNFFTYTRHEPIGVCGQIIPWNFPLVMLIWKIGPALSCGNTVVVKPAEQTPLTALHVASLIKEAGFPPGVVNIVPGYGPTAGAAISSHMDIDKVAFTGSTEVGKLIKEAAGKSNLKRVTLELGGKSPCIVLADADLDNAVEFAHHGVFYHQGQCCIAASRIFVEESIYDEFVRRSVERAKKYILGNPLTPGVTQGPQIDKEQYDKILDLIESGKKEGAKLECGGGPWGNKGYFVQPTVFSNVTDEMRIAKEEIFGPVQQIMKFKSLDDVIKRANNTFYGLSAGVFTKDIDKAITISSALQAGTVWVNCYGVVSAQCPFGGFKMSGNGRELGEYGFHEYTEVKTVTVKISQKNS
* hit, by the source's call; ? = inconclusive; nt = no result given; & = joins results of further samples; [ ] = another dose, or the depositor's remark. Unless noted, calls come from the whole dose curve; as a rule, active = well fitted curve in the direction sought with a large enough effect; inconclusive = small, poorly fitted or top-dose-only effect, or another doubt; inactive = no such curve, though single readings can be large; an effect the other way counts as inactive or inconclusive. Unless noted, % is set by controls: 0 for no effect and ±100 for the full control effect; potency is the fitted concentration of half-maximal effect.

SMILES	Tau fibril ThT	TRb SRC2 PPI	Tau fluor counter	GLA spleen mod	TexasRed fluor	L3MBTL1 inh	Tau FP inhib	ALDH1A1 block
Cc1cc(=O)[nH]c2c1c(C)nn2C1CCCC1	-1%	1%	2%	-1%	2%	28%[11.4 µM]	-2%	8%
S=C(NCCc1ccccc1)Nc1ccc(Br)cn1	-3%	2%	-23%	2%	-1%	-4%[11.4 µM]	-9%	?
COc1ccc(NC(=O)C(=O)NCCc2csc(-c3ccc(Cl)cc3)n2)cc1OC	-9%	-4%	1%	nt	-2%	nt	-3%	nt
CN=C(Nc1ccccc1)SC1CC(=O)N(c2ccc(C(=O)OC)cc2)C1=O (stereo not given)	7%	-4%	-28%	-27%	-4%	46%[activator]	-17%	?
COc1ccccc1N1CCN(C(=O)Cc2c(C(=O)O)c(C)cn2C)CC1	-8%	3%	-13%	nt	2%	nt	-5%	nt
Cc1cc(C)n(-c2nc3ccccc3nc2NCCc2ccccc2)n1	?	-3%	-24%	-6%	1%	125%[activator]	4%	?
CCN1C(=O)C2C(C1=O)N1C(c3ccccc3)C3C(=O)N(CC)C(=O)C3N1C2c1ccccc1 (stereo not given)	-11%	-6%	-5%	4%	-3%	nt	4%	-6%
N#Cc1cc([N+](=O)[O-])ccc1NC(=O)COC(=O)CCC1CCCCC1	?	-3%	?	0%	-11%	-28%	2%	?
CCCCOCCCn1cnc2c([nH]c3cc(OC)ccc32)c1=O	-25%	0%	-19%	17%	3%	2%	-3%	2%
CC1=CC(C)(C)N(C(=O)C(C)N2C(=O)c3ccccc3C2=O)c2ccc(C)cc21 (stereo not given)	-10%	-6%	-6%	0%	-1%	nt	-1%	2%
CCCC1=NCCn2cccc21	-9%	-4%	-3%	7%	-1%	2%	-2%	-4%
O=c1c(-c2ccc(Br)cc2)[n+]([O-])c2ccccc2n1OCc1ccccn1	0%	-3%	-2%	7%	-3%	4%	-8%	6%
COc1cc(/C=C2/SC(=O)N(Cc3ccccc3)C2=O)ccc1OCc1ccncc1	-1%	1%	0%	10%	-1%	nt	-8%	176%[activator]
COc1ccccc1CN(Cc1nc2ccccc2c(=O)[nH]1)S(=O)(=O)c1ccc2ccccc2c1	2%	12%	-23%	5%	0%	-12%[11.4 µM]	0%	?
COc1ccc(Cc2nnc(NC(=O)CSc3ccc(C)cc3)s2)cc1	3%	-5%[53 µM]	-6%	11%	0%[53 µM]	-1%	-9%	10%

The final 2 compounds of the part before come first, to join the parts.
SMILES	Tau fibril ThT	TRb SRC2 PPI	Tau fluor counter	GLA spleen mod	TexasRed fluor	L3MBTL1 inh	Tau FP inhib	ALDH1A1 block
COc1ccccc1CN(Cc1nc2ccccc2c(=O)[nH]1)S(=O)(=O)c1ccc2ccccc2c1	2%	12%	-23%	5%	0%	-12%[11.4 µM]	0%	?
COc1ccc(Cc2nnc(NC(=O)CSc3ccc(C)cc3)s2)cc1	3%	-5%[53 µM]	-6%	11%	0%[53 µM]	-1%	-9%	10%
O=C(COc1ccccc1)N1CCNC1=O	5%	-8%	1%	3%	-2%	nt	-2%	-2%
CCc1cccc(C)c1NC(=O)CSc1n[nH]c(-c2ccccc2)n1	5%	-1%	3%	nt	-1%	nt	1%	nt
CCc1ccc(CNC(=O)C(=O)NCC2CCCO2)cc1 (stereo not given)	6%	4%	0%	6%	-1%	9%	-5%	8%
Cc1ccc(S(=O)(=O)N(CC(=O)N/N=C/c2cccc(C)c2)c2cccc3cccnc23)cc1	5%	-12%	4%	14%	-3%	nt	-1%	4%
CCn1ccc2c(OCC(=O)Nc3ccc(OC)cc3OC)cccc2c1=O	-5%	2%	2%	nt	-2%	nt	2%	nt
Nc1c2c(nc3ccc(Br)cc13)N(c1ccccc1)CC2	?	5%	14µM*[quencher]	6%	1%	nt	19%	?
COC(=O)C1=C(C(=O)OC)[C@@H]2N(C)c3ccc(OC)cc3[C@@]23C[C@@H](C(=O)OC)N(C(=O)c2cc(C)oc2C)C3=N1	-6%[11.5 µM]	7%[11.2 µM]	-6%[11.6 µM]	0%[17.5 µM]	-1%[11.2 µM]	nt	0%[11.6 µM]	14%[13.5 µM]
CC(=O)c1ccc2c(ccc3ccccc32)c1	?	-6%	-12%	-1%	-4%	nt	1%	?
O=C(NCCNC(=O)c1cc(OCC(F)(F)F)ccc1OCC(F)(F)F)Nc1ccccc1	-6%	-4%	-18%	-2%	-2%	2%	-16%	5%
O=C(NCC1CCCO1)c1ccc(N2CCCCC2)nc1 (stereo not given)	-14%	2%	-15%	5%	-5%	5%	-7%	?
CCOc1ccc(/C(O)=C2/C(=O)C(=O)N(CC3CCCO3)C2c2cccs2)cc1 (stereo not given)	-9%	-2%	3%	-22%	1%	9%	3%	14%
Fc1cc(Br)ccc1NC(=S)NCCc1ccccc1	?	-3%	?	-3%	-1%	5%	?	-15%
O=c1oc2ccccc2cc1-c1cn2cc(Cc3ccc(Cl)cc3)sc2n1	4%	2%	-2%	nt	7%	nt	-2%	nt
CC1CCCC(C)N1C(=O)CSc1nnnn1Cc1ccccc1 (stereo not given)	-5%	-12%	-3%	-7%	-3%	-5%	3%	-10%
CN(CC(=O)O/N=C(\N)c1ccccn1)S(=O)(=O)c1ccccc1	-12%	1%	-13%	2%	1%	-1%	0%	10%
O=C(Nc1ccc(Cl)cc1)c1ccc(OC2CSC2)cc1	-7%	4%	-5%	-11%	-2%	-3%	-6%	-2%
O=[N+]([O-])c1ccc(O)c2ncccc12	?	2%&-1%	-18%	-4%	-5%&-1%	?	?	?
Cc1ccc(NC(=O)COC(=O)C2CCC(=O)N2)c([N+](=O)[O-])c1 (stereo not given)	-15%	2%	-11%	-1%	-4%	nt	-2%	?
O=C(COc1ccccc1O)N1CCN(C(=O)c2ccco2)CC1	-3%	-6%	-3%	-1%	-3%	nt	0%	2%
COc1ccc(N(CC(=O)Nc2cc(C)ccc2C)S(=O)(=O)c2ccc(OC)c(OC)c2)cc1	3%	-6%	-4%	nt	-1%	nt	-6%	nt
CC(=O)NC(Cc1ccccc1)C(=O)NC1CCN(C(=O)c2cnccn2)CC1 (stereo not given)	7%	0%	3%	4%	-3%	7%	3%	-3%
Cc1c(C(=O)NCc2cccc(Br)c2)oc2ccc3c(c12)C(=O)CC(C)(C)O3	-8%	-3%	-24%	nt	-10%	nt	-3%	nt
O=[N+]([O-])c1ccc(-c2ccc(/C=N/Nc3nc(NCc4ccccc4)nc(N4CCOCC4)n3)o2)cc1	2.8µM*	2%	?	4%	-4%	-22%	?	?
CC1CCCCC1NC(=O)CSc1nnnn1-c1ccccc1 (stereo not given)	2%	6%	3%	7%	-1%	nt	-4%	?
CCCCNc1ccc(C(CC(N)=O)NC(=O)Cc2cccc3ccccc23)cc1[N+](=O)[O-] (stereo not given)	?	-2%	0%	-1%	-3%	nt	-5%	nt
CN(c1ccccc1)S(=O)(=O)c1ccc(NC(=S)Nc2ccccc2)cc1	-3%	4%	-11%	-3%	4%	4%	-9%	-5%
Cc1cc(OCC(=O)NCCO)ccc1Cl	1%	-14%	2%	4%	0%	-10%	-7%	18%
CC(=O)Cn1c(N2CCC(Cc3ccccc3)CC2)nc2c1c(=O)[nH]c(=O)n2C	-7%	-7%	-9%	12%	-1%	-3%	1%	8%
CC1CCN(C(=O)c2ccc3c(c2)N(Cc2ccccc2F)C(=O)c2ccccc2S3(=O)=O)CC1	0%	-5%	-19%	nt	-1%	nt	6%	nt
CSc1ccc(C(=O)C2CCCN(Cc3cccn3-c3cccnc3)C2)cc1 (stereo not given)	-13%	-13%	-11%	-3%	-6%	-10%	6%	?
O=C(C1CCN(S(=O)(=O)c2ccccc2[N+](=O)[O-])CC1)N1CCOCC1	0%	5%	-1%	-10%	0%	6%	-4%	1%
COC(=O)C1(C)C=CC2(CCCCC2)N1C(C)=O (stereo not given)	-3%	7%	-1%	12%	-1%	nt	7%	1%
Cn1nnnc1SCc1ccc(Cl)cc1	-2%	-5%	2%	6%	4%	8%	-9%	7%
CCOc1ccc(-c2nonc2NC(=O)c2ccco2)cc1	-4%	-4%	-8%	nt	-1%	nt	-13%	nt
CC1(C)Cc2c(ccc3ccccc23)C2=C(C(=O)N3CCCC3)C(=O)C(=O)N21	-6%	6%	4%	1%	1%	-9%	0%	0%
N#Cc1cccc(-n2nnnc2-c2ccc3c(c2)OCO3)c1	-6%	-1%	-5%	9%	-1%	4%	1%	?
CCCN1CCCc2ccccc21	-11%	-8%	-14%	-5%	-2%	nt	-1%	?
Cc1cccc(C(=O)Nc2ccc(O)cc2)c1	-12%	-16%	-5%	-7%	-2%	-2%	10%	6%
Cc1cc(Cl)nc2ccc(Cc3ccc4nc(Cl)cc(C)c4c3)cc12	-4%	0%	-8%	-4%	-3%	nt	-6%	5%[13.5 µM]
CCN1CCN(Cc2ccc(NC(=O)c3ccc(C)c(NC(=O)c4cc(-c5ccc(Br)cc5)n[nH]4)c3)cc2C(F)(F)F)CC1	-7%	-2%	?	4%	0%	nt	?	nt
Cc1c(C(=O)O)oc2ccc(S(=O)(=O)N(CC(C)C)CC(C)C)cc12	-4%	-4%	7%	-2%	-5%	nt	7%	0%
COc1ccc(N(CC(=O)NCc2ccccc2)C(=O)Cn2nnc(-c3ccccc3F)n2)cc1OC	-8%	-5%	-13%	-3%	0%	-6%	-9%	8%
CCOC(=O)c1ccc(NC(=O)N2CCN(CCc3ccccc3)CC2)cc1	1%	-16%	8%	5%	2%	-3%	0%	-12%

Single entries from above.
`COC(=O)C1(C)C=CC2(CCCCC2)N1C(C)=O` (stereo not given) in TRb SRC2 PPI: 7%
`CC1(C)Cc2c(ccc3ccccc23)C2=C(C(=O)N3CCCC3)C(=O)C(=O)N21` in Tau fibril ThT: -6%
`CCOC(=O)c1ccc(NC(=O)N2CCN(CCc3ccccc3)CC2)cc1` in TRb SRC2 PPI: -16%
